Screens from PubChem BioAssay.
PriA SSB inh: inhibitors of Klebsiella pneumoniae PriA binding to SSB C-terminal tail, primary screen, biochemical, AlphaScreen. AlphaScreen SSBct-PriA binding, biotinylated peptide. inhibition, % at 33 µM. 430,000 compounds, 0.6% hits. AID 1272365, 2023; in the data active = inhibition mostly above about 37%, no sharp cut-off; inactive = mostly below about 20%;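 note: plate controls were negative control peptide for no effect and reference peptide for full effect; strong numbers were not always called active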
An asterisk follows results filed as active; & = joins results of further samples. Not all compounds are listed (hit frequency here may not be typical).

compound | PriA SSB inh
CC(O)(CNC(=O)c1ccccc1S(=O)(=O)C(F)F)c1ccco1 (stereo not drawn) | -2.0
CN(C)c1ncc(NC(=O)C2CC2)c(N(C)C)n1 | -5.0
Cc1onc(-c2ccccc2Cl)c1C(=O)Nc1ccc2c(c1)CN(C(=O)C1CC1)CC2 | -3.0
Cc1cc(C(=O)N2CCC(c3nnc(C(C)C)o3)CC2)no1 | -20.0
Cc1ccccc1OCC(=O)NCC1CCN(Cc2ccncc2)CC1 | -11.0
O=C(Nc1ccc2c(c1)N(C(=O)c1cccs1)CCC2)C1CCCC1 | -4.0
Cc1cc(OC(C)C(=O)N2C[C@H]3C[C@H](C2)c2cccc(=O)n2C3)c2c(C)c(C)c(=O)oc2c1 (stereo partly drawn) | -13.6
CC(/C=N\NC(=O)c1cc(-c2ccccc2Cl)n[nH]1)=C\c1ccccc1 | 27.0
CN(C[C@H](O)Cn1c2ccccc2c2ccccc21)S(=O)(=O)c1ccc(Br)cc1 | -18.0
Cc1nnc2ccc(N3CCN(S(=O)(=O)/C=C/c4ccccc4)CC3)nn12 | -16.0&4.0
COc1ccc(CC(=O)Nc2ccc3c(c2)N(C(=O)c2cccs2)CCC3)cc1OC | 5.0
Cn1cc(S(=O)(=O)NCc2ccc(C(=O)c3ccco3)s2)cn1 | -19.0
CC(=NN=C1NC(=O)CC(C(=O)O)S1)c1ccc(F)cc1 (stereo not drawn) | -0.8
COc1ccc(NC(=O)c2cn(-c3ncccc3-c3nc(C(C)C)no3)cn2)cc1 | 21.0
COc1ccc2c(Cl)c(C(=O)NN=Cc3cccnc3)sc2c1 | 2.3
O=C(Cc1csc(Nc2ccccc2)n1)Nc1ccc2c(c1)OCCO2 | 18.0
O=c1c2ccccc2n(Cc2nc(-c3ccc(Br)cc3)no2)c(=O)n1C[C@H]1CCCO1 | -21.0
Cc1nc2ccccc2c(=O)n1-c1ccc(F)c(NC(=O)c2ccccc2Cl)c1 | 3.0
COC(=O)Cn1cnc2c(-c3ccccc3)csc2c1=O | -15.0
CC(C)c1c(C(=O)NN=Cc2cccnc2)nnn1-c1nonc1N | -12.8
CCOC(=O)N1CCN(C(=O)Cn2cnc3c(cnn3-c3ccc(F)cc3)c2=O)CC1 | 8.0
COc1ccc(S(=O)(=O)N2CCN(C(C)=O)CC2)c2ccccc12 | -11.0
CCOc1ncccc1C(=O)Nc1cccc(-c2ccc3nnc(-c4cccnc4)n3n2)c1 | -4.0
Cc1c(Cl)cccc1NC(=O)Cc1csc(NC(=O)c2ccc[nH]c2=O)n1 | 39.0
CC(C)(C)OC(=O)C[C@@H]1C/C=C/C[C@H](CC(=O)N(CCO)Cc2ccccc2)C(=O)N2CCC[C@H]2COC1=O | -0.6
O=C(CN1CCN(c2ccc(F)cc2)C1=O)NCCc1ccncc1 | -21.0
CCOC(=O)c1c(-c2ccc(OC)cc2)csc1NC(=O)/C(C#N)=C/c1ccc(C)o1 | -1.0
CC(C)c1nc2ccccc2n1CCOc1ccc(Cl)cc1 | -17.0
O=C(CC(=O)NN=Cc1ccccc1)NCCc1ccccc1 | 12.1
Cn1cc(C(=O)Nc2ccc3c(c2)N(C(=O)c2ccco2)CC3)nn1 | 2.0
CC(=O)N1CCN(c2ccnc3c2c(=O)n(CC(=O)N2CCOCC2)c(=O)n3C)CC1 | -3.0
CCOCC(=O)Nc1ccc2c(c1)CN(C(C)=O)CC2 | -6.0&0.0
O=C(CSc1c(-c2ccccc2)[nH]c2ccccc12)N1CCN(c2ccccc2)CC1 | -19.0&1.0
O=C(NCCn1ccc(-c2ccccn2)n1)NC(c1ccccc1)c1ccccc1 | -7.0
CC(=O)NCC(=O)N1CCS[C@H](c2ccccc2)CC1 | -5.0
Cc1ccc(C)c(-c2nnc(NC(=O)c3ccno3)o2)c1 | -3.0
CCN1C(=O)Cc2cc(NC(=O)C3CC3)ccc21 | 18.0
C[C@](O)(CCc1ccccc1)CNC(=O)Cc1ccsc1 | -8.0
CSc1ccc(CCC(=O)NC[C@H]2CCCN2c2nc3ccccc3o2)cc1 | -10.0
CCOC(=O)c1oc2cc(NC(=O)c3cccs3)ccc2c1C | -11.0
COc1ccc2cc(C(=O)NC[C@](C)(O)C3CC3)[nH]c2c1 | -6.0
Cc1cc(NC(=O)c2c[nH]c(=O)n(Cc3ccc4c(c3)OCO4)c2=O)on1 | -5.0
O=C(CN1C(=O)c2ccccc2C1=O)NCCN1CCOC(c2ccccc2)C1 (stereo not drawn) | -6.0
COc1cc(C=NNC(=O)CCNC(=O)c2ccccc2Cl)ccc1O | 0.3
Cc1oncc1C(=O)NCC1CCN(c2ncccn2)CC1 | -1.0
Cc1ccc(S(=O)(=O)Nc2ccc3c(c2)N(C)C(=O)C(C)(C)CO3)cc1C | -19.0
O=C(NN=Cc1cccc(F)c1)c1cc(-c2ccco2)nc2ccccc12 | -2.8
O=C(CCS(=O)(=O)c1ccc(F)cc1)Nc1nc2c(s1)CN(Cc1ccccc1)CC2 | -4.0
C=CCn1c(N)c(C(=O)NCc2ccc(OC)cc2)sc1=S | 17.0
Cc1scc(C(=O)NN=Cc2ccc(OC(C)C)cc2)c1C | -13.1
O=C(NCC(O)c1csc2ccccc12)Nc1ccc2c(c1)OCO2 (stereo not drawn) | -6.0
Cc1onc(-c2ccccc2Cl)c1C(=O)NCCc1csc(-n2cccn2)n1 | 2.0
Cc1scc(C(=O)NN=Cc2ccsc2)c1C | 0.2
CC(=NNC(=O)CNC(=O)COc1cccc(C)c1)c1ccco1 | -10.3
O=C(c1ccc2c(=O)n(-c3ccc(F)cc3)c(SCc3cccc(F)c3)nc2c1)N1CCOCC1 | 3.0
O=C(Cn1cnc2ccccc21)NCCc1ccncc1 | -5.0
O=C(NN=Cc1cc2c(cc1Cl)OCO2)c1cc(-c2ccccc2)n[nH]1 | 6.8
Cc1c(C(=O)O)sc2nc[nH]c(=O)c12 | -12.0
COCCNC(=O)Cn1c(CO)cnc1SCC(=O)Nc1ccc(C(N)=O)cc1 | -6.0
COCC(=O)N1CCCc2ccc(NS(=O)(=O)c3cnn(C)c3)cc21 | -10.0

(further entries)
compound | PriA SSB inh
Cc1ccc(S(=O)(=O)Cc2ccc(-c3nc(-c4ccc(C(F)(F)F)cc4)no3)o2)cc1 | -17.0
COc1ccc(OC)c(NC(=O)NC23CC4CC(C2)CC(c2ccc(C)cc2)(C4)C3)c1 | 3.0
COc1cc(C=NNC(N)=S)ccc1OCC(=O)Nc1ccc(C)c(C)c1 | -7.5
CCOc1ccc(S(=O)(=O)NCCNC(=O)c2ccc(NC(C)=O)cc2)cc1 | -9.0
C(=NNc1nc(-c2ccccc2)cc(-c2ccccc2)n1)c1cccnc1 | 12.8
Cc1ccc(C)c2sc(N(Cc3ccccn3)C(=O)c3ccc4c(c3)OCCO4)nc12 | 13.0
COc1ccc(NC(=O)C[C@@H]2Nc3ccccc3NC2=O)cc1Cl | -5.0
O=c1c2cnn(C3CCS(=O)(=O)C3)c2ncn1Cc1ccc(C(F)(F)F)cc1 (stereo not drawn) | 2.0
O=C(COc1nsnc1N1CCOCC1)NN=Cc1ccccc1O | -5.2
CC(C)(C)c1ccc(S(=O)(=O)NCCC(=O)N2CCCC[C@H]2C(F)(F)F)cc1 | -20.0
C=CCOc1cccc(C=NNC(=O)CN(c2cc(Cl)ccc2OC)S(=O)(=O)c2ccc(C)c([N+](=O)[O-])c2)c1 | 0.2
CCN1C(=O)C(C)(C)COc2ccc(NC(=O)c3ccc(F)cc3)cc21 | 23.0
Nc1c(-c2nc(-c3ccc4c(c3)OCO4)no2)nnn1-c1ccc(Br)cc1 | -4.0
C/C(=N/NC(=S)NCc1ccco1)c1ccco1 | 43.0*
Cc1ccc(N2CCCS2(=O)=O)cc1NC(=O)C(=O)NCCN1CCOCC1 | -4.0
Cc1noc(NS(=O)(=O)c2ccc(NC(=O)CN3C(=O)c4ccccc4S3(=O)=O)cc2)c1C | 12.0&22.0
CS(=O)(=O)c1ccccc1C(=O)Nc1nc(-c2ccc3c(c2)CCCC3)cs1 | 9.0
COc1cccc(Cn2c(SCc3nc(-c4ccc(Cl)cc4)no3)nc3ccsc3c2=O)c1 | -27.0
COc1nccnc1O[C@H]1CCN(C(=O)c2ccc3nc[nH]c3c2)C1 | -7.0
Cc1nccn1-c1ccc(C(=O)Nc2ccc(OC(F)(F)F)cc2)nn1 | 4.0
COC(=O)c1n[nH]n(Cc2ccc(Cl)cc2)c1=O | -4.0
Cn1c(=NC(=O)CN2C(=O)c3ccccc3C2=O)sc2ccccc21 | 11.0
O=C(NCCNC(=O)c1cc2ccccc2oc1=O)c1ccc(NC(=O)C2CC2)cc1 | -16.0
Cc1ccc(C(=O)NC2CCS(=O)(=O)C2)cc1[N+](=O)[O-] (stereo not drawn) | 5.0
O=C(NCc1ccc(F)cc1)C(=O)NCc1ccc([C@@H](O)c2ccco2)s1 | -16.0
O=C(NCC1CCN(C(=O)c2ccoc2)CC1)Nc1cccs1 | -11.0
O=C(CCCS(=O)(=O)c1ccc(F)cc1)Nc1cccc(-c2nc3ccccc3[nH]2)c1 | -10.0
CC(=NNC(=O)c1ccccc1-n1cccc1)C1CC1 | -8.1
O=C1CCCN1CN(C(=O)c1cc(Br)ccc1Cl)c1cccc(C(F)(F)F)c1 | 4.0
CCOc1cc(C=NNC(=O)OC)ccc1OCCSc1ccc(Cl)cc1 | 1.6

As a short view, part of the list above:
compound | PriA SSB inh
Cc1noc(NS(=O)(=O)c2ccc(NC(=O)CN3C(=O)c4ccccc4S3(=O)=O)cc2)c1C | 12.0&22.0
CS(=O)(=O)c1ccccc1C(=O)Nc1nc(-c2ccc3c(c2)CCCC3)cs1 | 9.0
COc1cccc(Cn2c(SCc3nc(-c4ccc(Cl)cc4)no3)nc3ccsc3c2=O)c1 | -27.0
COc1nccnc1O[C@H]1CCN(C(=O)c2ccc3nc[nH]c3c2)C1 | -7.0

(cont.)
compound | PriA SSB inh
Cc1ccc2c(c1)CCCN2C(=O)CCCn1nc(-c2ccco2)ccc1=O | -2.0
Cc1ccc(Nc2nc(-c3ccc(S(=O)(=O)N4CCC(Cc5ccccc5)CC4)cc3)cs2)cc1 | -3.0&1.0
NCc1nnc2ccccn12 | -9.0
Cn1nc(-c2cccc(NC(=O)c3ccccc3C(F)(F)F)c2)ccc1=O | -13.0
CSc1ccccc1NC(=O)c1ccc(=O)n(C)n1 | -6.0
COc1cccc(NC(=O)N2CC(Oc3nc4ccccc4s3)C2)c1OC | -3.0
COc1ccc(S(=O)(=O)Nc2nc(C)c(C(=O)NCCCc3ccccc3)s2)cc1 | 1.0
CC(=NN1CCN(c2ccccc2)CC1)c1ccc(O)cc1 | -5.2
O=C(NCC#CCN1CCCC1)NCc1cccc2ccccc12 | -5.0
O=C(CSc1nnc2ccc(-c3ccc(F)cc3)nn12)Nc1nc2ccccc2s1 | -10.0
CN1C(=O)c2cc(NS(=O)(=O)c3ccccc3Br)ccc2Oc2ccccc21 | 1.0
Cc1ccc(S(=O)(=O)N2CCCC(C(=O)Nc3nnc(-c4cc(C)nn4C)o3)C2)cc1 (stereo not drawn) | 21.0
O=C1NC(=NO)S/C1=C/c1cccc([N+](=O)[O-])c1 | -6.5
Cn1c(=O)c2sccc2n2c(=O)n(Cc3cccc(Br)c3)nc12 | -4.0
Cc1cc(C)n2nc(C(=O)NN=Cc3ccc(Cl)cc3)nc2n1 | -2.6
Cc1cc2cc(CNC(=O)c3ccc(Br)cc3)ccc2[nH]1 | 20.0
Cc1ccc(C=NNC(=S)NC2CCS(=O)(=O)C2)cc1 (stereo not drawn) | -4.7
CC(C)CNC(=O)c1ccc2c(=O)n(C(C)C)c3nn(Cc4ccc(F)cc4Cl)c(=O)n3c2c1 | -17.0
O=C(Nc1cccnc1)c1ccc(S(=O)(=O)NC2CCCC2)cc1 | -15.0&-2.0
O=C(CNC(=O)c1ccccc1F)NN=Cc1cc(Br)ccc1OCc1ccccc1 | 6.8
CCOCC(=O)N1CCC(Oc2cccnn2)CC1 | 0.0
O=c1cccnn1CCCNS(=O)(=O)c1ccc2ccccc2c1 | -9.0
O=C(CCc1ccc(-c2ccccc2)o1)Nc1ccccc1[N+](=O)[O-] | 84.0*
CC(/C=C/C=C/c1ccccc1)=NNC(=O)CNc1ccc(C)cc1 | 3.4
CS(=O)(=O)C1CC2CCC(C1)N2 (stereo not drawn) | 0.0
c1ccc2nc3c4ccccc4c4ccccc4c3nc2c1 | 1.0
O=C(c1ccc2nsnc2c1)N1Cc2cncnc2C1 | 1.0
O=C(Nc1cccc2nsnc12)C1CCN(Cc2nc3ccccc3[nH]2)CC1 | 0.0
Cn1cc(S(=O)(=O)N2CCCN(C(=O)CSc3ccc(F)cc3)CC2)cn1 | 6.0
Cn1nc(N2CCC(C(=O)Nc3ccccc3Cl)CC2)ccc1=O | 5.0
Cc1ccc2[nH]c3c(=O)n(CCC(=O)NCc4c(C)nn(C)c4C)cnc3c2c1 | 0.0
CCCC(=O)NC(Nc1cccc2cccnc12)C(Cl)(Cl)Cl (stereo not drawn) | 35.0
O=C(CCc1csc2nc(-c3ccccc3)cn12)NCCc1ccc(F)cc1 | -1.0
CCOC(=O)c1cccc(NC(=O)CSc2nc3c(-c4ccccc4)csc3c(=O)n2C)c1 | 2.0
O=C(NCCSC1CCOCC1)c1ccc(F)cc1Cl | -4.0
CC1C(=O)NCCN1C(=O)/C=C/c1ccccc1 (stereo not drawn) | -14.0
COC(=O)c1ccc(COc2coc(CN3CCN(Cc4ccccc4)CC3)cc2=O)cc1 | 4.0
Cc1nnc2ccc(-c3cccc(NC(=O)c4cc(-c5ccco5)[nH]n4)c3)nn12 | -7.0
Cn1cc(-c2cccs2)nc1CCNC(=O)c1ccc2nsnc2c1 | 2.0
O=C(c1ccc2c(c1)OCCO2)N(Cc1ccccn1)c1nc2c(F)cc(F)cc2s1 | -4.0
Cc1ccc(N(CC(=O)NN=Cc2ccc(OCC(N)=O)cc2)S(C)(=O)=O)cc1Cl | 9.9
